Source: PubChem BioAssay
TcdB inh: TcdB glycohydrolase inhibition | P18177 | AID 652162 | TcdB glycohydrolase enzymatic assay, plate reader | inhibition, % at 9.99 µM | actives 0.24% (n = 350,000); in the data active = inhibition above about 10%
* = called active by the depositor.

SMILES	TcdB inh
COc1ccc(-c2ccc3c(c2)O[C@H](CN(C)C(=O)c2ccccc2F)[C@@H](C)CN([C@@H](C)CO)S3(=O)=O)cc1	0.6
Cc1ccc(S(=O)(=O)Nc2ccc3c(c2)CC(=O)N([C@@H](C)CO)C[C@@H](C)[C@@H](CN(C)C(=O)Nc2ccc4c(c2)OCO4)O3)cc1	1.0
C/C=C/c1ccc([C@H]2[C@H]3CN(C(=O)Nc4cccc(OC)c4)CC(=O)N3[C@H]2CO)cc1	0.9
CCCN1C[C@@H](C)[C@H](OC)CN(C)C(=O)c2cc(NC(=O)c3ccccc3F)ccc2OC[C@@H]1C	0.4
C[C@@H]1CN([C@H](C)CO)C(=O)Cc2cc(NS(=O)(=O)c3ccc(Cl)cc3)ccc2O[C@@H]1CN(C)Cc1ccc(Cl)c(Cl)c1	-2.2
C[C@H](CO)N1C[C@H](C)[C@H](CN(C)Cc2ccc(Cl)c(Cl)c2)Oc2c(NC(=O)Nc3cccc4ccccc34)cccc2C1=O	-0.1
CCCNC(=O)Nc1ccc2c(c1)OC[C@@H](C)N(Cc1cncnc1)C[C@H](C)[C@@H](OC)CN(C)C2=O	-2.1
FC(F)(F)c1cccc(CN2[C@@H]3CNC[C@H]2C3c2ccc(-c3ccncc3)cc2)c1 (stereo partly specified)	1.5
C[C@@H]1CN([C@H](C)CO)C(=O)c2cc(NC(=O)CCC(F)(F)F)ccc2O[C@H]1CN(C)C	0.1
COCC(=O)N1C[C@@H]2[C@H](c3ccccc31)[C@@H](CO)N2C(=O)c1ccccc1F	0.1
COCC(=O)Nc1ccc2c(c1)OC[C@H](C)N(C(=O)NC(C)C)C[C@H](C)[C@H](OC)CN(C)C2=O	0.1
O=S(=O)(c1cccs1)N1CCCCN2[C@H](CO)[C@H](c3ccc(/C=C/c4ccccc4)cc3)[C@H]2C1	0.1
NCC[C@H]1CC[C@@H](NC(=O)C2CCCCC2)[C@H](CO)O1	-0.9
C[C@@H]1CN([C@H](C)CO)C(=O)c2cc(NC(=O)Nc3ccccc3)ccc2O[C@H]1CN(C)Cc1ccc(C(F)(F)F)cc1	1.5
Cc1noc(C)c1S(=O)(=O)Nc1ccc2c(c1)C(=O)N([C@@H](C)CO)C[C@H](C)[C@H](CN(C)S(=O)(=O)c1ccc(F)cc1)O2	0.3
CC(C)NC(=O)N(C)C[C@@H]1Oc2ncc(C#CCC3CCCC3)cc2C(=O)N([C@@H](C)CO)C[C@H]1C	-2.8
CO[C@H]1CN(C)C(=O)c2ccc(NS(=O)(=O)c3ccc(C)cc3)cc2OC[C@H](C)NC[C@@H]1C	-1.0
C[C@@H]1CN([C@H](C)CO)S(=O)(=O)c2ccc(C#CC3CCCC3)cc2O[C@@H]1CN(C)C(=O)Cc1ccccc1	0.3
CN(C)C(=O)C[C@@H]1CC[C@@H]2[C@H](COC[C@H](O)CN2S(=O)(=O)c2ccccc2Cl)O1	-0.5
CCCNC(=O)N[C@H]1CC[C@@H](CCNS(=O)(=O)c2cccc(F)c2)O[C@@H]1CO	-0.8
COc1ccc(CN(C)C[C@H]2Oc3c(NC(=O)Nc4ccc(F)cc4)cccc3C(=O)N([C@H](C)CO)C[C@@H]2C)cc1	-1.2
C/C=C/c1cnc2c(c1)C(=O)N([C@H](C)CO)C[C@H](C)[C@H](CN(C)C(=O)NC1CCCC1)O2	0.4
O=C(C[C@@H]1C=C[C@H](NS(=O)(=O)c2ccccc2)[C@@H](CO)O1)N1CCc2ccccc2C1	-0.4
O=C(N[C@@H]1C=C[C@@H](CC(=O)N2CCc3ccccc3C2)O[C@@H]1CO)C1CCC1	-2.1
Cc1cccc(-c2ccccc2[C@@H]2[C@H](C#N)N(c3ncc(-c4ccccc4)s3)[C@H]2CO)c1	0.9
C[C@H](CO)N1C[C@H](C)[C@H](CN(C)C(=O)Nc2ccc(F)cc2)Oc2c(NC(=O)NC3CCCCC3)cccc2C1=O	2.6
CNC[C@@H]1OCCCC[C@@H](C)Oc2ccc(NS(=O)(=O)c3ccc(C)cc3)cc2C(=O)N([C@H](C)CO)C[C@H]1C	0.1
O=C(Cc1cccnc1)N1CCCCN2[C@@H](CO)[C@@H](c3ccc(C#CC4CC4)cc3)[C@@H]2C1	-6.3
CO[C@H]1CN(C)C(=O)c2ccc(NC(=O)CC(F)(F)F)cc2OC[C@@H](C)N(C(=O)c2ccccc2F)C[C@H]1C	-2.2
C[C@@H]1CN([C@H](C)CO)C(=O)Cc2cc(NS(=O)(=O)c3ccc(F)cc3)ccc2O[C@H]1CN(C)C(=O)Nc1ccc(C(F)(F)F)cc1	-1.0
COCC#Cc1ccc2c(c1)O[C@H](CN(C)C(=O)C1CCOCC1)[C@@H](C)CN([C@H](C)CO)S2(=O)=O	-0.6
CC(=O)Nc1ccc2c(c1)C(=O)N(C)[C@H]1CC[C@H](CC(=O)Nc3cccc(C(C)C)c3)O[C@@H]1CO2	-1.3
CN(C)C(=O)c1cccc(-c2ccc3c(c2)[C@H]2[C@H](CCN2C(=O)C2CCOCC2)[C@H](CO)N3)c1	-0.8
C[C@@H]1CCCCO[C@@H](CN(C)S(=O)(=O)c2ccccc2)[C@@H](C)CN([C@H](C)CO)C(=O)c2cc(NC(=O)C3CCCCC3)ccc2O1	-0.8
Cc1ccccc1S(=O)(=O)N1CCCCN2[C@H](C1)[C@H](c1ccc(-c3cccc(F)c3)cc1)[C@@H]2CO	0.1
CCC(=O)N1C[C@@H]2[C@H](c3ccccc31)[C@@H](CO)N2C(=O)Nc1ccccc1	1.3
O=C(C[C@H]1CC[C@@H](NS(=O)(=O)c2ccccc2)[C@@H](CO)O1)N1CCc2ccccc2C1	-0.4
C[C@@H]1CN([C@H](C)CO)C(=O)c2cc(NC(=O)Nc3ccc(C(F)(F)F)cc3)ccc2O[C@@H](C)CCCCO[C@@H]1CN(C)Cc1ccccc1	-0.2
C[C@H](CO)N1C[C@H](C)[C@@H](CN(C)S(=O)(=O)c2ccc(F)cc2)Oc2c(NC(=O)CCCCCC(=O)Nc3ccccc3N)cccc2C1=O	0.3
O=C(C[C@H]1CC[C@@H]2[C@H](COC[C@@H](O)CN2Cc2ccccc2)O1)NCc1ccccc1Cl	-0.1
C[C@H]1CCCCO[C@H](CN(C)C(=O)Nc2cccc3ccccc23)[C@@H](C)CN([C@@H](C)CO)C(=O)c2cc(NS(C)(=O)=O)ccc2O1	0.2
O=C(C1CCCC1)N1CC[C@@H]2[C@H]1c1cc(-c3cccc(F)c3)ccc1N[C@@H]2CO	-2.9
Cc1noc(C)c1NC(=O)N(C)C[C@@H]1OCCCC[C@H](C)Oc2ccc(NS(=O)(=O)c3ccccc3)cc2C(=O)N([C@@H](C)CO)C[C@H]1C	0.4
C[C@@H]1CN([C@@H](C)CO)S(=O)(=O)c2ccc(-c3cccc(F)c3)cc2O[C@H]1CN(C)S(=O)(=O)c1ccc(F)cc1	0.0
COc1ccc(S(=O)(=O)N2C[C@@H](O)COC[C@H]3O[C@H](CC(=O)NCc4ccc(Cl)c(Cl)c4)CC[C@@H]32)cc1	0.4

Some of these compounds in order of molar mass, high to low.
SMILES	TcdB inh
C[C@@H]1CCCCO[C@@H](CN(C)S(=O)(=O)c2ccccc2)[C@@H](C)CN([C@H](C)CO)C(=O)c2cc(NC(=O)C3CCCCC3)ccc2O1	-0.8
C[C@@H]1CN([C@@H](C)CO)S(=O)(=O)c2ccc(-c3cccc(F)c3)cc2O[C@H]1CN(C)S(=O)(=O)c1ccc(F)cc1	0.0
COc1ccc(S(=O)(=O)N2C[C@@H](O)COC[C@H]3O[C@H](CC(=O)NCc4ccc(Cl)c(Cl)c4)CC[C@@H]32)cc1	0.4
COCC#Cc1ccc2c(c1)O[C@H](CN(C)C(=O)C1CCOCC1)[C@@H](C)CN([C@H](C)CO)S2(=O)=O	-0.6
O=C(C[C@H]1CC[C@@H]2[C@H](COC[C@@H](O)CN2Cc2ccccc2)O1)NCc1ccccc1Cl	-0.1
CCC(=O)N1C[C@@H]2[C@H](c3ccccc31)[C@@H](CO)N2C(=O)Nc1ccccc1	1.3

(list continues)
SMILES	TcdB inh
COC(=O)[C@@H]1[C@@H](CO)[C@@H]2Cn3c(ccc(C4=CCCC4)c3=O)[C@@H]2N1C(=O)C1CCCC1	0.4
COc1ccc(NC(=O)N(C)C[C@H]2OCCCC[C@@H](C)Oc3ccc(NC(=O)Nc4ccccc4)cc3C(=O)N([C@H](C)CO)C[C@@H]2C)cc1	-0.1
C[C@@H]1CN([C@@H](C)CO)C(=O)c2cc(NS(=O)(=O)c3cn(C)cn3)ccc2O[C@@H](C)CCCCO[C@@H]1CN(C)C(=O)c1ccncc1	-0.9
CCN1[C@@H]2c3ccc(-c4ccccc4OC)c(=O)n3C[C@@H]2[C@@H](CO)[C@@H]1C(=O)NCc1ccc(F)cc1	-1.3
C[C@@H]1CN([C@H](C)CO)C(=O)c2cc(NS(C)(=O)=O)ccc2O[C@H]1CN(C)S(=O)(=O)c1ccc(F)cc1	0.9
C[C@@H]1CN([C@H](C)CO)C(=O)Cc2cc(NC(=O)CCCCCC(=O)Nc3ccccc3N)ccc2O[C@H]1CN(C)Cc1ccc(Cl)c(Cl)c1	0.6
CO[C@H](CN(C)Cc1ccc2c(c1)OCO2)[C@H](C)CN(C(=O)Nc1ccc(F)cc1)[C@@H](C)CO	0.2
CO[C@H]1CN(C)C(=O)c2cc(NS(=O)(=O)c3ccccc3Cl)ccc2OC[C@@H](C)NC[C@@H]1C	-0.4
COc1cccc(S(=O)(=O)N[C@H]2C=C[C@H](CC(=O)NCc3ccc(F)cc3)O[C@H]2CO)c1	0.6
O=C(NC1CCCC1)[C@@H]1[C@@H](CO)[C@@H]2Cn3c(ccc(-c4ccncc4)c3=O)[C@@H]2N1CCc1ccccc1	0.1
C[C@H]1CN([C@@H](C)CO)C(=O)c2c(c3ccccc3n2C)-c2ccccc2CO[C@H]1CN(C)Cc1ccc2c(c1)OCO2	-0.8
COc1ccc(NC(=O)N(C)C[C@H]2Oc3ncc(C#CCC(C)C)cc3C(=O)N([C@H](C)CO)C[C@@H]2C)cc1	-0.3
CCCN(C)C[C@H]1OCCCC[C@H](C)Oc2ccc(NS(=O)(=O)c3ccc(F)cc3)cc2C(=O)N([C@H](C)CO)C[C@H]1C	-1.3
CN(C)CC(=O)N1[C@@H]2Cn3c(ccc(-c4ccccc4)c3=O)[C@H]1[C@@H](C(=O)N1CCCCC1)[C@@H]2CO	-0.4
O=C(C[C@H]1CC[C@H](NC(=O)Nc2ccccc2)[C@H](CO)O1)NCc1ccccn1	0.3
C[C@H](CO)N1C[C@H](C)[C@@H](CN(C)C(=O)c2ccccc2)OCCCC[C@H](C)Oc2ccc(NC(=O)C3CCCCC3)cc2C1=O	0.8
CC(C)NC(=O)N(C)C[C@@H]1OCCCC[C@H](C)Oc2ccc(NC(=O)Nc3ccc(F)cc3)cc2C(=O)N([C@@H](C)CO)C[C@H]1C	-0.4
N#C[C@@H]1[C@H](c2ccc(C#CCC3CCCC3)cc2)[C@H](CO)N1C(=O)CN1CCOCC1	0.5
CCC(=O)N1CC2(C1)CN(Cc1cccc(OC)c1)[C@H](CO)c1[nH]c3cc(OC)ccc3c12	0.9
CCC(=O)N(C)C[C@H]1Oc2ncc(C#CC(C)(C)O)cc2C(=O)N([C@H](C)CO)C[C@@H]1C	-0.1
Cc1ccccc1S(=O)(=O)N1C[C@H](O)COC[C@H]2O[C@@H](CC(=O)O)CC[C@@H]21	-0.8
C[C@@H]1CN([C@H](C)CO)C(=O)c2cc(NC(=O)CCC(F)(F)F)ccc2O[C@@H](C)CCCCO[C@H]1CN(C)C(=O)Nc1ccc(C(F)(F)F)cc1	1.0
N#C[C@@H]1[C@@H](c2ccccc2-c2ccccc2F)[C@H](CO)N1C(=O)c1cccc(F)c1	-0.9
CC(C)C#Cc1ccc2c(c1)O[C@H](CN(C)Cc1cncnc1)[C@@H](C)CN([C@H](C)CO)S2(=O)=O	1.1
C[C@H](CO)N1C[C@H](C)[C@H](CN(C)Cc2ccccc2C(=O)O)Oc2cc(C#CC3CCCC3)ccc2S1(=O)=O	-1.7
CC(=O)N(C)C[C@H]1Oc2cc(C#CC3(O)CCCC3)ccc2S(=O)(=O)N([C@H](C)CO)C[C@@H]1C	0.2
C[C@H](CO)N1C[C@H](C)[C@@H](CN(C)C(=O)C2CCC2)Oc2ncc(-c3cccc(C#N)c3)cc2C1=O	-0.7
Cc1noc(C)c1NC(=O)Nc1ccc2c(c1)C(=O)N(C)[C@H]1CC[C@@H](CC(=O)N(C)C)O[C@@H]1CO2	0.6
C/C=C/c1ccc([C@@H]2[C@H]3CN(C(=O)Cc4cccnc4)CCCCN3[C@H]2CO)cc1	-0.7
C[C@H]1CN([C@@H](C)CO)C(=O)c2cc(-c3cccc(F)c3)cnc2O[C@H]1CN(C)C(=O)C1CCOCC1	1.2

Some of the entries so far, field by field:
N#C[C@@H]1[C@H](c2ccc(C#CCC3CCCC3)cc2)[C@H](CO)N1C(=O)CN1CCOCC1
  TcdB inh = 0.5

CCC(=O)N1CC2(C1)CN(Cc1cccc(OC)c1)[C@H](CO)c1[nH]c3cc(OC)ccc3c12
  TcdB inh = 0.9

CCC(=O)N(C)C[C@H]1Oc2ncc(C#CC(C)(C)O)cc2C(=O)N([C@H](C)CO)C[C@@H]1C
  TcdB inh = -0.1

Cc1ccccc1S(=O)(=O)N1C[C@H](O)COC[C@H]2O[C@@H](CC(=O)O)CC[C@@H]21
  TcdB inh = -0.8

Going on with the list.
SMILES	TcdB inh
O=C(C[C@H]1C[C@H]2c3cc(NC(=O)Nc4ccccc4)ccc3O[C@H]2[C@H](CO)O1)NC1CCCCC1	-0.3
C[C@H]1CN([C@@H](C)CO)S(=O)(=O)c2ccc(-c3ccccc3)cc2O[C@H]1CN(C)S(C)(=O)=O	0.5
C[C@@H]1CN([C@@H](C)CO)C(=O)c2cc(NC(=O)C3CCCCC3)ccc2O[C@@H](C)CCCCO[C@@H]1CN(C)C(=O)Nc1ccc2c(c1)OCO2	1.3
COc1ccc(S(=O)(=O)N(C)C[C@@H]2Oc3ccc(NC(=O)NC(C)C)cc3CC(=O)N([C@H](C)CO)C[C@H]2C)cc1	1.0
C/C=C/c1ccc([C@@H]2[C@H](CO)N(C(C)=O)C23CN(C(=O)c2ccc(F)cc2)C3)cc1	-2.5

The list is partial; rates above refer to the full screens.
